Assay outcomes from PubChem.
sEH act – soluble epoxide hydrolase activators, primary screen, biochemical, human sEH. Bifunctional epoxide hydrolase 2 (Homo sapiens), P34913. purified human sEH enzymatic activity, activator screen. activation, % at 2 µM. hit rate 0.04% among 91,000. AID 717, 2007; in the data active means activation above about 37%; further: values of inactives mirror those of a sister screen read the other way
Target sequence (P34913 whole entry, looked up): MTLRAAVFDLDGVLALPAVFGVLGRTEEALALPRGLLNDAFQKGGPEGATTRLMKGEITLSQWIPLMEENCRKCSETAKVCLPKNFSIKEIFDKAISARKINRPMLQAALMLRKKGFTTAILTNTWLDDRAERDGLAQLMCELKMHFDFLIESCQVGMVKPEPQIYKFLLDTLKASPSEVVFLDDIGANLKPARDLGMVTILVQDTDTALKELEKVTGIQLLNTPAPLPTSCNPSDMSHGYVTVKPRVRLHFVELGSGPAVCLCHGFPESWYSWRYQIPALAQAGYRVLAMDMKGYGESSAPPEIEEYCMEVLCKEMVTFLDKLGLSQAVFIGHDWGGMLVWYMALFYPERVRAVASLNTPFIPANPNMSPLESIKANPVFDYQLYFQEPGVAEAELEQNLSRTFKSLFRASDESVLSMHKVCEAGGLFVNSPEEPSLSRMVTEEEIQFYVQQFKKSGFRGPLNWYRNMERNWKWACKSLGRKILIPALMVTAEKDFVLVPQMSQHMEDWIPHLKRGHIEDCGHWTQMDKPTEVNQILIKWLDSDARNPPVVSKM
H69AR inhibit – proliferation blockers of H69AR lung cancer cells, primary screen, cell-based, human, 86K library; AID 598, 2007; viability, % at 10 µM; hit rate 6% among 85,000; H69AR lung tumor viability, ATP luminescence, 72 h; hits give low values;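 active means viability at or below 40%; inactive means viability above 40%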;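 further: multidrug resistant small cell line overexpressing MRP-1 efflux transporter; 100% = mean luminescence of untreated control wells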
HUVEC inhibit – inhibitors of HUVEC proliferation, primary screen, cell-based, 384-well | CellTiter-Glo luminescence, 72 h; hits give low values | viability, % at 10 µM (by protocol) | hit rate 1.1% among 86,000 | AID 648, 2007;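 active means viability at or below 30%; inactive means viability above 30%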;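 further: 100% = median luminescence of DMSO-only cell control wells on each plate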
Fibroblast inh – antiproliferative effect on LL 47 fibroblasts – human, LL 47 cells, CellTiter-Glo luminescence, primary screen; hit rate 1.1% among 85,000; viability, % at 10 µM; LL 47 human lung fibroblast viability, ATP luminescence; hits give low values; AID 719, 2007;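 active means viability at or below 50% in the single dose screen; inactive means viability above 50%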;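 further: compound exposure lasted 72 h before the ATP readout; 100% = median luminescence of untreated cell-only wells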
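Material: human lung fibroblast line LL 47, low passage; Evaluation: viability percentage against median untreated-cell control; Buffer or medium: 15% FBS in IMEM; Incubation: 72 h compound exposure at 37 °C after overnight plating; Dosing: 0.1% DMSO in all compound wells; Measured by: CellTiter-Glo luminescence.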
ERa SRC1 inh – ERα–SRC-1 coactivator interaction inhibitors, primary screen, biochemical, TR-FRET, ERα LBD, estradiol-bound. TR-FRET ER-alpha LBD / SRC-1 peptide. inhibition, % at 25.6 µM. hit rate 1.7% among 86,000; in the data active means inhibition above about 50%;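 further: 0% = receptor plus peptide control and 100% = peptide only without receptor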
Smad3 FoxH1 inh – Smad3/FoxH1 peptide binding inhibitors, primary screen, biochemical, TR-FRET. hit rate 0.29% among 88,000. Mothers against decapentaplegic homolog 3 (Homo sapiens), P84022. inhibition, % at 25 µM. TR-FRET Smad3/Dy647-FoxH1 peptide binding, europium anti-His;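 active means compounds that reduce the energy-transfer binding signal between the protein and its labelled peptide by more than half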;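 further: 0% = Smad3 plus labelled peptide maximal FRET and 100% = peptide-only background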
Calb biofilm kill – clotrimazole potentiators killing Candida biofilms, primary screen, with clotrimazole, Alamar Blue. C. albicans biofilm + clotrimazole. hit rate 0.14% among 85,000. AID 834, 2007. inhibition, % at 6 µM;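 active means inhibition above 20%; inactive means inhibition below 20%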;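 further: preformed 24 hr biofilms exposed to compound for 48 hr; 0% = biofilm without compound and 100% = blank killed by clotrimazole plus chlorhexidine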
ERb SRC1 inh – inhibitors of ERβ-SRC1 coactivator interaction, primary screen, biochemical, TR-FRET, ERβ LBD, SRC-1 peptide | Estrogen receptor beta (Homo sapiens), Q92731 | TR-FRET ER-beta LBD / SRC1-Cy5 peptide binding; receptor agonist-loaded with 1 µM estradiol | inhibition, % at 25.6 µM | hit rate 1.3% among 86,000 | AID 633, 2007;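 active means compounds whose percent inhibition of the receptor-coactivator binding signal exceeds about 50% in the single-dose screen, limit read from the data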;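 further: 0% = receptor plus peptide wells without compound and 100% = peptide-only wells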
ERa coact pot – enhancers of ERα–SRC-1 coactivator binding, primary screen, biochemical, TR-FRET, ERα LBD, low estradiol; Estrogen receptor (Homo sapiens), P03372; TR-FRET ERalpha-LBD/SRC-Cy5 coactivator binding, 2 h; 100 = basal binding, no effect; coactivator binding (% of control), % at 25.6 µM; hit rate 1.3% among 86,000; in the data active means activity above about 200%;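 further: binding measured in presence of low estradiol as agonist stimulus; 0% = peptide alone without receptor and 100% = receptor with peptide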
* marks the source's active call; other numbers are inactive results; / = no result given; [ ] = another dose, or the depositor's remark. An excerpt (hit frequency here may not be typical).

no.	Structure	ERb SRC1 inh	H69AR inhibit	Fibroblast inh	sEH act	ERa SRC1 inh
1	CCOC(=O)c1ccc(-n2c(C)nc3c(cnn3-c3ccc(Cl)cc3)c2=O)cc1	-3	74	96	-2	-7
2	Cc1ccc(C(=O)Nc2cccc(C(=O)N3CCN(C)CC3)c2)cc1	17[fluorescence artefact?]	85	106	-5	24[fluorescence artefact?]
3	O=C(O)CCc1ccc(-c2ccc(Cl)cc2)n1Cc1ccco1	10	84	103	-5	11
4	COc1ccc(OC)c(NC(=O)Cn2cc(C(=O)c3ccco3)c3ccccc32)c1	-7	84	75	11	1
5	CC(=O)NC(CCS(C)(=O)=O)C(=O)Nc1ccc2c(c1)OCCO2 (stereo not drawn)	-3	90	98	-3	-8
6	Cc1c(NC(=O)COc2ncnc3ccccc23)c(=O)n(-c2ccccc2)n1C	-13[fluorescence artefact?]	96	98	10	-4
7	Cn1c(=O)c2c(nc(CN3CCOCC3)n2CC(=O)c2ccccc2)n(C)c1=O	-17	91	96	-6	-15
8	COc1nc2c(s1)C(=O)NCCC2	3[fluorescence artefact?]	93	102	5	9[fluorescence artefact?]
9	Cc1cc(C)c2c(n1)nn1c(NCCCN(C)C)cc(C)nc21	6	76	97	/	-4
10	COc1ccc(CNC(=O)C2=C(C)C(=O)OC23CCC(C)CC3)cc1 (stereo not drawn)	0	94	100	-31	-1
11	COc1cc(NC(=O)COc2ccc(F)cc2)nc(OC)n1	-8	90	110	/	-7
12	Nc1n[nH]c(-c2ccc(Br)cc2)c1Cl	-10[fluorescence artefact?]	85	86	-6	-12
13	CC1=NN(c2ccc(C(=O)OC(C)C)cc2)C(=O)/C1=C\C=C\c1ccco1	20	58	93	16	36[fluorescence artefact?]
14	NC(=O)c1nsc(C(=O)N(CC(=O)NCc2ccc3c(c2)OCO3)C2CCCC2)c1N	6	84	104	15	13
15	Cc1onc(-c2ccccc2Cl)c1C(=O)Nc1nnc(-c2ccc(Cl)cc2Cl)s1	10	82	105	7	8[fluorescence artefact?]

no.	Calb biofilm kill	HUVEC inhibit	ERa coact pot	Smad3 FoxH1 inh
1	34*	100	95	7
2	-1	99	85	-17
3	6	95	99	14
4	4	86	88	11
5	7	89	104	5
6	5	86	114	1
7	1	98	120	-5
8	5	91	110	0
9	2	84	103	1
10	11	114	92	6
11	3	102	121	3
12	2	54	97	12
13	5	78	79[fluorescence artefact?]	2
14	0	93	107	-7
15	1	75	83[fluorescence artefact?]	-25

3 records picked at random from the list so far:
no.	Structure	ERb SRC1 inh	H69AR inhibit	Fibroblast inh	sEH act	ERa SRC1 inh
14	NC(=O)c1nsc(C(=O)N(CC(=O)NCc2ccc3c(c2)OCO3)C2CCCC2)c1N	6	84	104	15	13
15	Cc1onc(-c2ccccc2Cl)c1C(=O)Nc1nnc(-c2ccc(Cl)cc2Cl)s1	10	82	105	7	8[fluorescence artefact?]
1	CCOC(=O)c1ccc(-n2c(C)nc3c(cnn3-c3ccc(Cl)cc3)c2=O)cc1	-3	74	96	-2	-7

no.	Calb biofilm kill	HUVEC inhibit	ERa coact pot	Smad3 FoxH1 inh
14	0	93	107	-7
15	1	75	83[fluorescence artefact?]	-25
1	34*	100	95	7

3 structures from above, sorted by count of non-hydrogen atoms, highest first.
no.	Structure	ERb SRC1 inh	H69AR inhibit	Fibroblast inh	sEH act	ERa SRC1 inh
15	Cc1onc(-c2ccccc2Cl)c1C(=O)Nc1nnc(-c2ccc(Cl)cc2Cl)s1	10	82	105	7	8[fluorescence artefact?]
13	CC1=NN(c2ccc(C(=O)OC(C)C)cc2)C(=O)/C1=C\C=C\c1ccco1	20	58	93	16	36[fluorescence artefact?]
8	COc1nc2c(s1)C(=O)NCCC2	3[fluorescence artefact?]	93	102	5	9[fluorescence artefact?]

no.	Calb biofilm kill	HUVEC inhibit	ERa coact pot	Smad3 FoxH1 inh
15	1	75	83[fluorescence artefact?]	-25
13	5	78	79[fluorescence artefact?]	2
8	5	91	110	0

(more compounds)
no.	Structure	ERb SRC1 inh	H69AR inhibit	Fibroblast inh	sEH act	ERa SRC1 inh
16	COc1ccc2cc(CN(CC3COCCO3)S(=O)(=O)c3ccc(Cl)cc3)c(=O)[nH]c2c1 (stereo not drawn)	11[fluorescence artefact?]	13*	108	-2	29[fluorescence artefact?]
17	O=C(O)CCCN=C1NC2(CCCC2)Cc2ccccc21	10	99	100	6	4
18	CC(=O)c1cc(-c2ccc(F)cc2)n(CCC(=O)Nc2cc(C)[nH]n2)c1C	-7	66	101	11	-8
19	S=c1[nH]nc(-c2cnccn2)n1-c1ccccc1	-14	105	99	17	-13
20	Cc1c(NC(=O)CSc2n[nH]c(-c3ccccc3)n2)c(=O)n(-c2ccccc2)n1C	-2	94	104	-1	-10
21	CCOC(=O)c1c(NC(=O)CNCCOC)sc2c1CCCC2	-9	56	98	11	-13
22	Cc1occc1C(=O)Nc1ccc(S(=O)(=O)N2CCCC2)cc1	4	/	105	-24	1
23	CCOc1nc(Oc2cccc(C(=O)O)c2)nc(Oc2cccc(C(=O)O)c2)n1	-11	92	93	/	-3
24	COc1ccc(C(=O)N2CCC(C(=O)NCc3ccccn3)CC2)cc1	-7	104	100	-8	-16
25	O=C1N/C(=C\c2ccccc2)c2ccccc21	-7	24*	75	-6	-3[fluorescence artefact?]
26	CCOC(=O)C1(CC)CC(CSc2nc3ccccc3[nH]2)OC1=O (stereo not drawn)	3[fluorescence artefact?]	96	108	-3	-6
27	O=c1c2ccccc2nc(-c2ccc(Cl)c(Cl)c2)n1O	2[fluorescence artefact?]	82	90	-5	2[fluorescence artefact?]
28	Cc1cc(Nc2cc(F)ccc2C)n2ncnc2n1	4	91	100	/	-1
29	CCn1c(Cc2c(C)[nH]c3ccccc23)n[nH]c1=S	-7	69	84	-9	-12
30	O=S(=O)(c1ccc(F)cc1)c1nc(-c2ccccc2F)oc1N1CCCCC1	-5[fluorescence artefact?]	90	104	-1	2[fluorescence artefact?]

no.	Calb biofilm kill	HUVEC inhibit	ERa coact pot	Smad3 FoxH1 inh
16	7	102	234*[fluorescence artefact?]	-212[fluorescence artefact?]
17	7	94	81	3
18	-2	95	122	-1
19	8	97	70	5
20	0	98	104	15
21	4	90	100	5
22	0	105	93	-21
23	3	86	112	2
24	11	94	128	-2
25	-5	43	109[fluorescence artefact?]	-8
26	5	98	97	-10
27	0	93	98	10
28	-6	81	120[fluorescence artefact?]	1
29	5	83	84	4
30	-3	112	104	-20

Next part.
no.	Structure	ERb SRC1 inh	H69AR inhibit	Fibroblast inh	sEH act	ERa SRC1 inh
31	CC1(C)OC(=O)C(=CNc2cccc(O)c2)C(=O)O1	-9	85	105	3	-8
32	CCOn1c(=O)c(-c2cccs2)[n+]([O-])c2ccccc21	10	80	102	-2	8
33	O=C(CCS(=O)(=O)c1ccc(Br)cc1)N1CCN(Cc2ccccc2)CC1	-6	86	95	/	2
34	CN(CC(=O)N1CCCC1)S(=O)(=O)c1cc(Cl)ccc1Cl	-21[fluorescence artefact?]	91	98	12	-14
35	CN(C)S(=O)(=O)c1cc(C(=O)NCC2CCCO2)c(Cl)cc1Cl (stereo not drawn)	-6[fluorescence artefact?]	96	98	-6	-6
36	CCc1ccc(C2CC(c3ccccc3)n3ncnc3N2)cc1 (stereo not drawn)	-8	97	102	2	-1
37	CC(C)OC(=O)CSc1nnc(-c2ccccn2)n1C	-3	97	107	-8	4
38	Cc1cc2c(ccc3[nH]onc32)n1	-20	83	100	8	-22
39	O=C(CCCc1ccccc1)NCCCN1CCOCC1	-4	90	98	0	-7
40	Cc1cccc(NC(=O)CSc2nnc(-c3ccc(S(=O)(=O)N4CCOCC4)cc3)n2C)c1	3	83	92	3	-7
41	COc1ccccc1C1CC(c2ccc(Cl)cc2)Nc2ncnn21 (stereo not drawn)	-3[fluorescence artefact?]	77	91	-4	-22
42	O=C1c2ccccc2C(=O)N1CCCc1nc(-c2ccccn2)no1	-1	90	110	-12	6
43	CCCS(=O)(=O)N1CCCC(C(=O)NCCc2ccc(Cl)cc2)C1 (stereo not drawn)	2	98	101	-33	-3
44	OC1(c2cccnc2)CCN(Cc2nnnn2C2CCCCC2)CC1	2	97	95	-10	-1
45	O=C(NCc1ccccn1)c1ccc(COc2ccc(Cl)cc2)o1	0	101	96	-1	4
46	CC(NC(=O)c1ccccc1NC(=O)c1ccco1)c1ccccc1 (stereo not drawn)	12[fluorescence artefact?]	95	95	-2	34[fluorescence artefact?]
47	CCn1c(SCC(=O)Nc2nccs2)nnc1-c1ccc(C)cc1	-11	99	107	2	-2

no.	Calb biofilm kill	HUVEC inhibit	ERa coact pot	Smad3 FoxH1 inh
31	0	96	111	0
32	2	97	117	1
33	11	87	103	4
34	2	91	107	-7
35	1	90	122	-4
36	3	100	116	-9
37	3	98	116	13
38	-2	88	82[fluorescence artefact?]	0
39	11	92	107	7
40	10	96	104	9
41	1	92	91	-1
42	7	100	105	-2
43	7	95	95	-9
44	8	102	128	0
45	2	96	108	1
46	7	85	241*[fluorescence artefact?]	-49
47	4	105	95[fluorescence artefact?]	-10
